Bim-Bcl-W – inhibitors of Bim-Bcl-W interaction, human; bead-based flow cytometry, Bim peptide-Bcl-W binding; 190,000 tested, 0.02% active; inhibition, % at 10 µM;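 note: 0% = bound tracer without compound and 100% = peptide blocker; higher means less fluorescent Bim peptide bound to Bcl-W beads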
Target sequence (Q92843 whole entry, looked up): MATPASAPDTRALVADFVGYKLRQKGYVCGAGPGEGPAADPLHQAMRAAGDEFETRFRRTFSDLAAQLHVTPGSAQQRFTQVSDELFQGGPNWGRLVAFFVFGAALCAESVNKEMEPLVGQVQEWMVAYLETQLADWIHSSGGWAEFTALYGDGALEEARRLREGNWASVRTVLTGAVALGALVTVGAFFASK
Mcl-1 Bim block – inhibitors of Bim-Mcl-1 interaction, human | Q07820 | Bead-based flow cytometry, Bim peptide-Mcl-1 binding | inhibition, % at 10 µM | 190,000 tested, 0.1% active | AID 1009;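 note: 0% = no compound tracer wells and 100% = peptide blocker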
Target sequence (Q07820 whole entry, looked up): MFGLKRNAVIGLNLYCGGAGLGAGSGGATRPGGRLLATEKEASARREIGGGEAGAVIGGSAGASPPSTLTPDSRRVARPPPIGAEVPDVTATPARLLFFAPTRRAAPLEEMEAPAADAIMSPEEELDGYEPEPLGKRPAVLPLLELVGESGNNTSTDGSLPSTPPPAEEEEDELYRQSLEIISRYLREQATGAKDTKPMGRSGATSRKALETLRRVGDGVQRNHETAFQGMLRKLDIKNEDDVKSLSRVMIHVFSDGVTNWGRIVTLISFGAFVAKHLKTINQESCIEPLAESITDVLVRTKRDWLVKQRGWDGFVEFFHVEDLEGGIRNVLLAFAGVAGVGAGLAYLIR
Mcl1 Noxa PPI – Mcl-1/Noxa interaction inhibition; 220,000 tested, 1.5% active; Q07820; TR-FRET Mcl-1/Noxa peptide binding, 2 h; AID 1022; inhibition, % at 21.7 µM;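 active = compounds that cut the protein-peptide binding signal by more than 50% relative to plate controls in a single-dose test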;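 note: His-tagged Mcl-1 with rhodamine Noxa BH3 peptide and terbium anti-His antibody; 0% = Mcl-1 plus Noxa peptide wells and 100% = peptide-only wells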
Bcl-2 Bim block – disrupts Bim peptide binding to human Bcl-2. P10415. Bead-based flow cytometry, Bim peptide-Bcl-2 binding. inhibition, % at 10 µM. 190,000 tested, 0.06% active. AID 950; in the data active = inhibition above about 40%; inconclusive = no clear call, values can overlap the other calls;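 note: 0% = no compound wells with probe peptide and 100% = reference peptide inhibitor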
Mcl1 Bid PPI – disrupts binding of human Mcl-1 to Bid peptide; TR-FRET Mcl-1/Bid-Dy647 peptide binding, 1536-well; inhibition, % at 21.7 µM; 220,000 tested, 0.97% active;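 active = compounds that cut the binding signal by more than half at the single screening dose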;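 note: His-tagged Mcl-1 with europium anti-His antibody binding Bid BH3 peptide; 0% = Mcl-1 plus peptide wells and 100% = peptide-only wells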
Bim-Bfl-1 – human Bim-Bfl-1 interaction inhibition. Q16548. Bead-based flow cytometry, Bim-Bfl-1 binding inhibition. inhibition, % at 10 µM. 190,000 tested, 0.12% active;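 note: 0% = wells without compound plus tracer and 100% = blocker peptide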
RGS4-Gao reg – human RGS4-Galphao interaction regulation. P09471. Multiplexed bead flow cytometry, RGS4-Galphao binding; actives lie on both sides. binding response (% of control), % at 10 µM. 220,000 tested, 0.33% active. AID 1415; in the data active = binding response below about 49% or above about 150%; inactive = in between;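 note: fluorescent Galphao activated with aluminum fluoride binding bead-coupled RGS4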
Target sequence (P09471 whole entry, looked up): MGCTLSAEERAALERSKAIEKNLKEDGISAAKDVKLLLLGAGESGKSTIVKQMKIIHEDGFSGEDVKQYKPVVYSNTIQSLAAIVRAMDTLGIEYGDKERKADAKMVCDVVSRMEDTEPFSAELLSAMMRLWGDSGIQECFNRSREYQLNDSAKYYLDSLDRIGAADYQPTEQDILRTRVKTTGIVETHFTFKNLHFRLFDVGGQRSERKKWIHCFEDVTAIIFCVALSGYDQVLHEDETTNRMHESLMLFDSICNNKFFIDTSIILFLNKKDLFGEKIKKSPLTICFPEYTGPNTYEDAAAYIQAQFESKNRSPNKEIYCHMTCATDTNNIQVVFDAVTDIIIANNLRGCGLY
Bim-Bcl-B – disrupts Bim peptide binding to human Bcl-B; bead-based flow cytometry; 190,000 tested, 0.073% active; inhibition, % at 10 µM; AID 951;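 note: 0% = tracer peptide without compound and 100% = reference inhibitor peptide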
RGS8-Gao reg – human RGS8-Galphao interaction regulation | multiplexed bead flow cytometry, RGS8-Galphao binding; actives lie on both sides | response (percent of control binding), % at 10 µM | P09471 | 220,000 tested, 0.34% active; in the data active = response below about 60% or above about 140%; inactive = in between;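 note: Galphao activated as the GDP aluminium fluoride complex binding bead-coupled RGS8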
RGS7-Gao – human RGS7-Galphao interaction regulation. Multiplexed bead flow cytometry, RGS7-Galphao binding; actives lie on both sides. binding response (% of control), % at 10 µM. 220,000 tested, 0.35% active; in the data active = binding response below about 49% or above about 150%; inconclusive = no clear call, values can overlap the other calls; inactive = in between;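 note: fluorescent Galphao held in activated GDP-AlF4 state binding bead-coupled RGS7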
Bim-Bcl-XL – human Bim-Bcl-XL interaction inhibition. inhibition, % at 10 µM. Q07817. 190,000 tested, 0.04% active. AID 1007. Bim peptide-Bcl-XL binding, bead flow cytometry, fluorescence
Active calls of the source: *; u = inconclusive; x = not tested or not shown. Cut-off read from the data, not from the text of the source, unless noted: active = inhibition above about 40%.

cpd	structure	Mcl1 Bid PPI	RGS7-Gao	RGS8-Gao reg	Mcl-1 Bim block	Bim-Bfl-1	Bim-Bcl-W	Bim-Bcl-B	Bim-Bcl-XL	Bcl-2 Bim block	RGS4-Gao reg	Mcl1 Noxa PPI
1	CCOc1ccc2nc(SCC(=O)NC(=O)NCc3ccco3)[nH]c2c1	-28	92	100	3	-11	0	1	-2	-6	89	17
2	Cc1c(NC(=O)c2cc(-c3cccs3)on2)c(=O)n(-c2ccccc2)n1C	-18	97	99	-2	-13	-1	-7	-4	-9	99	14
3	Cc1cc(C)cc(NC(=O)c2cc(C)n(Cc3cccs3)c2C)c1	-22	u	100	x	x	x	x	x	x	95	3
4	Cc1cccc2cc(-c3ccccc3)c(-c3ccccc3)c[n+]12	-44	101	97	-2	3	1	15	2	8	97	15
5	COc1ccc(CNCC(=O)Nc2cccc(S(N)(=O)=O)c2)cc1	31	u	100	-3	-4	-3	-3	0	-4	97	31
6	COC(=O)C1=C(C(=O)OC)SC(=C2C(=S)C(C)(C)N(C(=O)C3CC3)c3ccccc32)S1	-54	100	99	0	3	6	-8	-4	-1	103	34
7	CC(=O)Nc1ccc(-c2csc(N/N=C\c3ccncc3)n2)cc1	-32	u	99	x	x	x	x	x	x	99	51*
8	CC(=O)OCC(=O)Nc1cc(S(=O)(=O)N2CCCCCC2)ccc1Cl	-6	98	99	0	0	0	0	-2	-1	100	8

Remaining list, next part
cpd	structure	Mcl1 Bid PPI	RGS7-Gao	RGS8-Gao reg	Mcl-1 Bim block	Bim-Bfl-1	Bim-Bcl-W	Bim-Bcl-B	Bim-Bcl-XL	Bcl-2 Bim block	RGS4-Gao reg	Mcl1 Noxa PPI
9	CSc1sc(-c2nnc(SCC(=O)Nc3ccccc3)n2C)c2c1C=CCC2	-14	u	106	x	x	x	x	x	x	102	-8
10	O=[N+]([O-])c1ccccc1S(=O)(=O)Oc1ccc(/C=N/n2cnnc2)cc1	-10	102	104	-4	-4	0	-2	-4	-3	108	12
11	Cc1ccc(C)n1-c1ccc(N2CCOCC2)nc1	-48	83	85	0	4	1	4	0	2	89	-2
12	Cc1c(Cl)cccc1NC(=O)CN1C(=O)CSc2ncccc21	-9	96	100	0	-6	3	-3	0	-6	101	16
13	COc1ccccc1CNc1ccc(C(=O)O)cc1	-23	100	104	-4	-14	-1	-5	-5	-7	102	0
14	CN1CCN(C(=O)c2cn(C)c3ccc(S(=O)(=O)N(C)C4CCCCC4)cc3c2=O)CC1	-9	101	120	-5	-7	-7	-6	-8	-10	102	3
15	CCN1CCC(NC(=O)Nc2ccc(F)cc2)CC1	-7	103	104	-2	2	-5	0	-6	0	107	-10
16	O=C(NC12CC3CC(CC(C3)C1)C2)C1=COCCO1	-20	91	98	-3	-9	-2	-6	1	-7	93	6

Following part.
cpd	structure	Mcl1 Bid PPI	RGS7-Gao	RGS8-Gao reg	Mcl-1 Bim block	Bim-Bfl-1	Bim-Bcl-W	Bim-Bcl-B	Bim-Bcl-XL	Bcl-2 Bim block	RGS4-Gao reg	Mcl1 Noxa PPI
17	Cc1c(Br)c(C(F)(F)F)nn1CC(=O)N1CCCC1	-11	99	100	-3	-1	-2	-3	-2	-1	103	-8
18	CC(=O)N[C@H]1[C@H](OCc2ccccc2F)O[C@H](COC(C)=O)[C@@H](OC(C)=O)[C@@H]1OC(C)=O	-6	u	101	x	x	x	x	x	x	99	19
19	O=S(=O)(c1ccccc1)c1nc(-c2ccccc2)oc1N1CCOCC1	-22	103	103	0	4	0	3	-1	2	102	3
20	CCOc1ccc(NC(=O)NCCCSC2CCCCC2)cc1	-26	100	101	-1	-3	-3	-2	-2	-3	101	-6
21	CC1CCN(CC(=O)Nc2nn(-c3ccccc3)nc2C(N)=O)CC1	-12	103	103	-3	-2	-1	-5	-3	1	104	1
22	CC(=O)N1c2ccccc2C2(C)C(C1(C)C)C2(Cl)Cl (configuration not stated)	-6	103	102	2	-2	0	-2	0	-3	102	7
23	COc1cc(/C=C2/C(=N)N3C=CSC3=NC2=O)ccc1OCCCOc1c(C)cccc1C	-26	106	110	0	-1	0	-1	1	-3	98	-3
24	COc1ccc(-n2c(Cc3cccn3C)nnc2SCC(=O)Nc2ccc(C)c(Cl)c2)cc1	-19	103	102	-3	-8	-4	-11	-8	-9	101	10

New compounds follow
cpd	structure	Mcl1 Bid PPI	RGS7-Gao	RGS8-Gao reg	Mcl-1 Bim block	Bim-Bfl-1	Bim-Bcl-W	Bim-Bcl-B	Bim-Bcl-XL	Bcl-2 Bim block	RGS4-Gao reg	Mcl1 Noxa PPI
25	CN(C)S(=O)(=O)c1cccc(C(=O)OCC(=O)NC2CCCc3ccccc32)c1 (configuration not stated)	-6	97	98	-2	-6	-5	-10	-7	-7	100	10
26	Cc1cccc(OCC(=O)NC(Cc2c[nH]c3ccccc23)C(=O)O)c1C (configuration not stated)	-37	87	99	-4	-5	-2	-2	-2	-6	96	17
27	CNC(=O)c1ccc(-c2cc(C(F)(F)F)nn2C)s1	-2	u	102	x	x	x	x	x	x	103	-1
28	Cc1ccc(-c2cc(C(=O)N3CCc4ccccc4C3)no2)cc1	7	94	101	0	-3	-1	0	0	1	99	37
29	O=C(CSc1ccc2nnc(-c3cccnc3)n2n1)N1CCOCC1	-19	100	107	0	-8	-1	-4	-2	-7	98	19
30	CCOC(=O)n1c(=O)[nH]c2ccc(Br)cc21	-5	106	98	0	-4	0	2	2	-1	96	2
31	CS(=O)(=O)Nn1cnc2ccccc2c1=O	0	101	99	-3	-15	-2	-9	-6	-7	101	11
32	Cc1ccc(NC(=O)C/C(N)=N/O)cc1C	-71	97	99	-3	-1	0	-1	1	2	95	0

Entries of single compounds, quoted from the list:
Results for CCOC(=O)n1c(=O)[nH]c2ccc(Br)cc21 → Mcl1 Bid PPI: -5; RGS7-Gao: 106; RGS8-Gao reg: 98; Mcl-1 Bim block: 0; Bim-Bfl-1: -4; Bim-Bcl-W: 0; Bim-Bcl-B: 2; Bim-Bcl-XL: 2; Bcl-2 Bim block: -1; RGS4-Gao reg: 96; Mcl1 Noxa PPI: 2
Results for Cc1ccc(-c2cc(C(=O)N3CCc4ccccc4C3)no2)cc1 → Mcl1 Bid PPI: 7; RGS7-Gao: 94; RGS8-Gao reg: 101; Mcl-1 Bim block: 0; Bim-Bfl-1: -3; Bim-Bcl-W: -1; Bim-Bcl-B: 0; Bim-Bcl-XL: 0; Bcl-2 Bim block: 1; RGS4-Gao reg: 99; Mcl1 Noxa PPI: 37

Next part:
cpd	structure	Mcl1 Bid PPI	RGS7-Gao	RGS8-Gao reg	Mcl-1 Bim block	Bim-Bfl-1	Bim-Bcl-W	Bim-Bcl-B	Bim-Bcl-XL	Bcl-2 Bim block	RGS4-Gao reg	Mcl1 Noxa PPI
33	COC(=O)c1cc(-c2ccc3c(c2)OCO3)nc2ccccc12	-1	100	102	-1	-1	0	2	1	0	102	9
34	CCN(CC)S(=O)(=O)c1ccc(N2CCOCC2)c(NCC(=O)Nc2ccc(F)cc2)c1	-38	u	100	0	-4	0	-4	-1	0	102	10
35	COc1ccc(S(=O)(=O)N2CCOCC2)cc1NC(=O)[C@@H]1CCCN1C(=O)c1cccs1	-13	92	96	-4	0	3	-6	0	-2	97	20
36	COc1ccc(C)cc1NC(=O)CSc1nnc(-c2ccc(C)cc2)o1	-5	105	102	2	-3	2	-2	1	-4	105	16
37	CCOC(=O)C1=C(N)OC2=C(C(=O)CC(C)(C)C2)C1c1ccccc1OC (configuration not stated)	-18	108	101	3	-3	1	1	-2	0	103	11
38	Cc1c(C(=O)Nn2cnnc2)oc2ccccc12	1	102	102	-7	-19	-4	-12	-13	-10	102	-3
39	COc1ccc(COC(=O)N/N=C(\C)CC(=O)Nc2ccc(Cl)cn2)cc1	-28	u	88	x	x	x	x	x	x	91	-1
40	CCOc1ccc(N2CC(C(=O)Nc3ccccc3OC)CC2=O)cc1 (configuration not stated)	-11	104	106	0	-3	0	3	0	2	96	4

(cont.)
cpd	structure	Mcl1 Bid PPI	RGS7-Gao	RGS8-Gao reg	Mcl-1 Bim block	Bim-Bfl-1	Bim-Bcl-W	Bim-Bcl-B	Bim-Bcl-XL	Bcl-2 Bim block	RGS4-Gao reg	Mcl1 Noxa PPI
41	O=C(CNC(=O)c1ccccc1F)OCC(=O)N1CCCCC1	0	102	100	-4	-11	-3	-8	-7	-9	103	7
42	CCOc1ccccc1C1CC(c2ccc(Br)cc2)Nc2nc(N)nn21 (configuration not stated)	-7	101	91	0	-5	-6	-5	-3	-2	100	-4
43	CCc1ccc(C(=O)COC(=O)C(CCSC)NC(=O)c2ccccc2)cc1 (configuration not stated)	-12	106	115	-8	-3	-5	-6	-7	-2	107	14
44	Cc1cc(Oc2ccccc2)nc(-c2ccccc2)n1	-1	100	104	-1	-13	2	-7	-8	-7	105	-2
45	Cc1cc(C)nc(N2CCC(C(=O)NCCc3ccccc3)CC2)n1	-4	102	105	-3	-1	-4	-2	-4	-1	105	1
46	CCCCn1c(SCC(=O)NCc2cccs2)nc2c1c(=O)n(C)c(=O)n2C	-4	104	104	1	-8	0	-5	0	-3	106	-2
47	CCOC(=O)C1CCCN(C(=O)c2ccc(OC(C)=O)cc2)C1 (configuration not stated)	1	105	101	-1	-1	-3	-1	-3	-4	105	4
48	CCC(=O)c1ccc(N2CCN(C(=O)c3ccccc3F)CC2)c(F)c1	-33	98	99	1	-4	-2	-4	-3	-4	101	-2
49	CCOC(=O)C1=C(C)NC(=O)NC1c1ccc(-c2ccccc2F)o1 (configuration not stated)	-4	101	105	-5	-1	-2	-7	-4	-1	101	0

Molecules shown so far that contain a furan ring, fused or not (three):
cpd	structure	Mcl1 Bid PPI	RGS7-Gao	RGS8-Gao reg	Mcl-1 Bim block	Bim-Bfl-1	Bim-Bcl-W	Bim-Bcl-B	Bim-Bcl-XL	Bcl-2 Bim block	RGS4-Gao reg	Mcl1 Noxa PPI
1	CCOc1ccc2nc(SCC(=O)NC(=O)NCc3ccco3)[nH]c2c1	-28	92	100	3	-11	0	1	-2	-6	89	17
38	Cc1c(C(=O)Nn2cnnc2)oc2ccccc12	1	102	102	-7	-19	-4	-12	-13	-10	102	-3
49	CCOC(=O)C1=C(C)NC(=O)NC1c1ccc(-c2ccccc2F)o1 (configuration not stated)	-4	101	105	-5	-1	-2	-7	-4	-1	101	0

3 structures already listed, ordered by number of heavy atoms, rising.
cpd	structure	Mcl1 Bid PPI	RGS7-Gao	RGS8-Gao reg	Mcl-1 Bim block	Bim-Bfl-1	Bim-Bcl-W	Bim-Bcl-B	Bim-Bcl-XL	Bcl-2 Bim block	RGS4-Gao reg	Mcl1 Noxa PPI
47	CCOC(=O)C1CCCN(C(=O)c2ccc(OC(C)=O)cc2)C1 (configuration not stated)	1	105	101	-1	-1	-3	-1	-3	-4	105	4
49	CCOC(=O)C1=C(C)NC(=O)NC1c1ccc(-c2ccccc2F)o1 (configuration not stated)	-4	101	105	-5	-1	-2	-7	-4	-1	101	0
48	CCC(=O)c1ccc(N2CCN(C(=O)c3ccccc3F)CC2)c(F)c1	-33	98	99	1	-4	-2	-4	-3	-4	101	-2

Source: PubChem
